# Wee1 degr inh: Wee1 degradation inhibitors, primary screen, cell-based, HeLa, Wee1K328M-luciferase, luminescence. Wee1-like protein kinase (Homo sapiens), P30291. HeLa Luc-Wee1K328M stability; 100% = proteasome inhibitor MG132 effect. reporter increase, % at 5 µM. hit rate 1.2% among 220,000. AID 1321, 2008;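 active means activation above the mean of all tested compounds plus 3 SD, set per screening run, cut at about 8.8% in these data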;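 further: cells exposed to compound for 20 h before luminescence read; 0% = DMSO alone and 100% = MG132 at 30 µM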
# Target sequence (P30291 whole entry K328M): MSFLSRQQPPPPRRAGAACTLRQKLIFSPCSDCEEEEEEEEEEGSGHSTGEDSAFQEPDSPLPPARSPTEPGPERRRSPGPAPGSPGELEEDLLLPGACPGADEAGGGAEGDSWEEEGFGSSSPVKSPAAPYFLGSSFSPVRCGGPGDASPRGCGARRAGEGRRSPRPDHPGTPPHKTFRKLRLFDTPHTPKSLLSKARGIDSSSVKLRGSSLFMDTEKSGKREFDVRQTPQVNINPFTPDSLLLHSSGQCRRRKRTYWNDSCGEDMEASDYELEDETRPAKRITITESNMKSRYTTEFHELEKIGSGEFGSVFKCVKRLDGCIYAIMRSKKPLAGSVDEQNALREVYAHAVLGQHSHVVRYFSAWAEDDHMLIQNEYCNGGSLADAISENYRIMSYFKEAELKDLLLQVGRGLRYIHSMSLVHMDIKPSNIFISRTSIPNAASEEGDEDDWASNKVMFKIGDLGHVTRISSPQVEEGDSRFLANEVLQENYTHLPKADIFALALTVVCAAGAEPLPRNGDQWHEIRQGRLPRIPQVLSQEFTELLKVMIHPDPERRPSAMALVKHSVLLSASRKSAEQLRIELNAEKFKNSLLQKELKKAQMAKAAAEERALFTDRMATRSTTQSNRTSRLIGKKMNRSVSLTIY
# RBBP9 inh: human RBBP9 inhibitors, primary screen, biochemical, fluorescence polarization, FP-Rh probe, HTS; Serine hydrolase RBBP9 (Homo sapiens), O75884; recombinant RBBP9; inhibition, % at 7.94 µM; hit rate 0.2% among 220,000; AID 1515, 2009;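 active means inhibition above the campaign mean of all tested compounds plus 3 SD, cut at about 14% in these data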;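 further: plate controls were DMSO wells with RBBP9 for no effect and wells lacking RBBP9 protein for full effect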
# Target sequence (O75884 whole entry, looked up): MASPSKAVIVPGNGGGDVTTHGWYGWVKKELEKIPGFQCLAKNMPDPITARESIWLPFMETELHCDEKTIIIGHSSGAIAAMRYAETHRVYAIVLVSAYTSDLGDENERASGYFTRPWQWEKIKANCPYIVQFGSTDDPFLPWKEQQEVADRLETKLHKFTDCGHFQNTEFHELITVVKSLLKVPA
#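 Material: RBBP9 protein. Amount: RBBP9 at 2.5 µM in dispensed solution, before mixing. Schedule: 30 min then 45 min, 25 °C. Medium: Tris buffer pH 8.0, NaCl, Pluronic. Measured by: fluorescence polarization. Measure: percent inhibition from mP, scaled between DMSO and no-protein wells. Replication: one well per compound.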
# TRPML3 ag: human TRPML3 channel agonists, primary screen, cell-based, HEK293 TRPML3-YFP, Fluo-8 calcium fluorescence, 3 µM; 100% = the carbachol control signal; Mucolipin-3 (Homo sapiens), Q8TDD5; hit rate 0.29% among 220,000; activation, % at 3 µM;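 active means activation above its plate's cutoff, the mean activation of the plate's test wells plus 3 SD, cut at about 12% in these data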;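 further: 0% = DMSO only wells and 100% = carbachol wells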
#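 Test system: HEK293 cells stably carrying human TRPML3-YFP; Doses: single dose, 3 µM final nominal compound, 0.3% DMSO final; Schedule: dye loading 1 h 37 °C then 30 min ambient, 125 s read; Technique: Fluo-8 calcium fluorescence; Benchmarks: high control carbachol 87 µM, low control DMSO.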
# PPC-1+TRAIL kill: compounds killing PPC-1 cancer cells with TRAIL present, primary screen, TRAIL potentiator project, ATPLite luminescence, uHTS; PPC-1 cells + TRAIL, ATPLite viability luminescence; cell killing (% activity), % at 4 µM; hit rate 0.41% among 220,000; AID 1443, 2008;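 active means cell killing above 50% in the first pass at 4 µM, then a duplicate retest at 5 µM averaging 50% or more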;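 further: plate controls were cells with TRAIL plus DMSO for no effect and medium-only wells lacking cells for full effect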
# Ba/F3 V617F tox: reduced viability of JAK2V617F-dependent Ba/F3 cells, primary screen, JAK2V617F inhibitor project, cell-based, Ba/F3 EpoR-JAK2V617F, luminescence | ATP luminescence | inhibition, % at 5.6 µM | hit rate 1.1% among 220,000;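 active means inhibition above the campaign mean plus 3 SD over all tested compounds, cut at about 24% in these data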;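 further: cytokine-independent growth of Ba/F3 cells driven by EpoR plus mutant JAK2; 0% = DMSO-treated cells and 100% = JAK inhibitor I control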
# BaF3 tox: parental Ba/F3 cell viability inhibition, counter-screen for JAK2V617F inhibitor project, murine pro-B, CellTiter-Glo luminescence. hit rate 1.1% among 220,000. inhibition, % at 5.6 µM. CellTiter-Glo ATP luminescence;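 active means inhibition above a per-campaign cutoff, the mean inhibition of all tested compounds plus 3 SD, cut at about 27% in these data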;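 further: 0% = DMSO wells and 100% = JAK Inhibitor I control wells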
# TRPN1 ag: zebrafish TRPN1 channel agonists, primary screen, cell-based, HEK293, calcium fluorescence; AID 1424, 2008; HEK293 zebrafish TRPN1-YFP, Fluo-8 calcium fluorescence; 100% = response to 87 µM carbachol; hit rate 0.18% among 220,000; activation, % at 3 µM; transient receptor potential cation channel N1 (TRPN1/NompC), Danio rerio;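 active means activation above its plate's cutoff, the mean activation of test wells on that plate plus 3 SD, cut at about 19% in these data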;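 further: 0% = DMSO alone and 100% = 87 µM carbachol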
#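 Material: zebrafish TRPN1-YFP in HEK293 cells; Doses: single test compound dose, 3 µM nominal, 0.3% DMSO; Timing: dye loading 1 h at 37 °C, then 30 min room temperature; Technique: intracellular calcium fluorescence with Fluo-8; Benchmarks: high carbachol 87 µM, low DMSO alone.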
# CHOP inh: inhibitors of CHOP promoter induction, primary screen, cell-based, unfolded protein response, luciferase reporter. AID 2732, 2010. inhibition, % at 10 µM. hit rate 3.8% among 220,000. CHO-K1 CHOP-promoter luciferase, tunicamycin-induced, 15-18 h;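 active means compounds that reduced the stress-induced luciferase reporter signal by more than about 70% of percent inhibition, limit read from the data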;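 further: 0% = tunicamycin plus vehicle and 100% = wells without tunicamycin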
# TNF necrop inh: inhibitors of TNF-alpha triggered necroptosis, primary screen, cell-based, Jurkat FADD-/-, single concentration; Jurkat FADD-/- TNF necroptosis rescue, ATP luminescence, 24 h; 0 = TNF only, 100 = no-TNF cells; activation (protection from cell death), % at 10 µM; hit rate 0.068% among 220,000;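 active means activation, meaning protection from cell death, of at least 50% relative to plate controls; inactive means activation below 50%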;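 further: necroptosis triggered by 40 ng/mL TNF-alpha added together with compound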
# * = called active by the depositor; & = joins results of further samples.
canonical_smiles,CHOP inh,PPC-1+TRAIL kill,TRPN1 ag,TNF necrop inh,Wee1 degr inh,Ba/F3 V617F tox,BaF3 tox,RBBP9 inh,TRPML3 ag
CCOc1ccc(NC(=O)CCC(=O)N/N=C/c2ccc3c(c2)OCO3)cc1,-13,-8,-1.6,1.6,0,3,7,7,0.7
CN(C)c1ccc(P(=O)(Nc2ccc([N+](=O)[O-])cc2)N2CCOCC2)c(NC(=O)c2cccs2)c1 (configuration not stated),-29,22,-1.1,-2.2,-2,-1,3,-9,0.3
Cc1ccccc1NC(=O)CN1C(=O)N/C(=C\c2ccc(N3CCOCC3)c(F)c2)C1=O,21,15,1.1,0.0,0,-2,9,-3,0.7
CCCCN(CCCC)NC(=O)c1ccccc1,-10,2,-0.1,0.2,-1,2,3,-8,-0.7
O=C(COC(=O)c1ccc([N+](=O)[O-])s1)Nc1ccccc1,-25,10,-0.3,0.8,0,0,5,-1,0.7
COc1cc(C)c(Cl)c(C)c1S(=O)(=O)NCc1ccc2c(c1)OCO2,24,-5,0.5,1.1,-1,-4,1,-3,0.9
CCOC(=O)Nc1ccc(C(=O)/C=C/c2ccccc2)cc1,-15,29,-0.7,-3.5,-4,-2,-1,-1,2.0
CCNC(=O)NC(=O)C(C)Oc1ccc(C(=O)OC)cc1 (configuration not stated),14,6,0.0,-0.6,-2,6,4,-3,0.7
CCC(=O)Nc1cccc(NC(=O)CSc2nnnn2C2CCCC2)c1,14,8,0.7,0.8,0,-1,7,-6,0.1
Cc1cc(NC(=O)CSc2nc3ccccc3n2CC(C)C)no1,-2,-8,-1.2,1.5,-3,-4,-3,-2,-0.7
CCOC(=O)c1sc(NC(=O)C2C3C=CC(C3)C2C(=O)O)nc1C (configuration not stated),1,13,0.6,2.1,-2,1,8,9,0.9
COc1ccc(NC(=O)c2ccccc2)cc1NS(=O)(=O)c1ccc(F)cc1,-11,15,0.3,1.1,-2,4,5,6,-0.3
CC(C)c1nnc(NC(=O)CSc2nnc(-c3ccco3)o2)s1,-9,8,1.1,0.1,1,0,4,-4,0.5
C/C(=C\c1ccco1)C1C(C#N)=C(N)Oc2n[nH]c(-c3ccc(C)cc3)c21 (configuration not stated),105*,15,0.3,-2.0,4,-3,-3,3,-0.4
O=C(COC(=O)c1ccc(NS(=O)(=O)c2ccc3c(c2)OCCO3)cc1)NC1CCS(=O)(=O)C1 (configuration not stated),-2,4,2.3,1.5,1,1,7,-9,1.1
COC(=O)CN(c1cccc(OC)c1)S(C)(=O)=O,46,9,2.7,-1.3,-1,-3,1,-6,-0.1
COCCNC(=O)c1ccc(-n2c(SCc3cccnc3)nc3ccccc3c2=O)cc1,-3,2,3.1,-2.2,-3,1,2,-6,0.8
CCOC(=O)C1CCCN(CC(=O)NC2=Nc3ccccc3N=C(C)C2c2ccccc2)C1 (configuration not stated),51,26,0.5,-2.8,-1,-3,3,-7,0.0
Nc1[nH]n2c(=O)c3c(nc2c1N=Nc1ccccc1)CCCC3,-86,6,-3.1,-9.3,0,2,8,-2,-1.8
Cn1cccc1C(=O)NC(=O)COC(=O)c1ccc(O)cc1,-18,27,0.8,0.9,-2,-1,7,4,0.6
CCOc1ccc(N2CC(C(=O)N3CCc4ccccc4C3)CC2=O)cc1 (configuration not stated),-18,-17,1.2,-0.9,2,6,10,-1,-0.4
CCN(CCNC(=O)C1CCC(=O)N1Cc1ccc(C)cc1)c1ccccc1 (configuration not stated),8,22,-1.5,0.0,5,-1,2,10,-0.4
COCCN(C(=O)Cn1nnc2ccccc21)C(C(=O)NC1CCCCC1)c1ccc(OC)cc1OC (configuration not stated),-7,10,-1.0,0.1,1,-4,1,-1,-0.1
Cc1[nH]c2ccc(C(C)C)cc2c1CC(=O)O,17,-8,1.9,3.1,-1,-4,-2,5,0.9
Cc1nnc(SCCc2ccccc2)[nH]c1=O,26,-3,-0.2,-3.9,0,0,3,-6,-0.2
CCOC(=O)CC1=CSC2=NS(=O)(=O)CCN12,8,16,1.5,0.6,-1,-6,-1,1,0.1
COc1ccc(-n2nc(C(=O)c3cccs3)cc(-c3nc4ccccc4[nH]3)c2=N)cc1,69,13,2.4,-14,1,-2,5,2,0.7
CCn1ncc(Br)c1C(=O)Nc1cc(C)cc(C)c1,28,-3,-3.6,0.6,6,0,5,-5,-0.8
COc1ccc(CNC(=O)CN(Cc2ccccc2)S(=O)(=O)c2ccc(Cl)cc2)cc1,56,22,-0.4,-1.4,0,-3,7,-1,-0.5
O=C(NCC(c1cccnc1)N1CCN(c2ccc(F)cc2)CC1)OCc1ccccc1 (configuration not stated),9,2,0.8,-0.1,-2,-2,7,-7,1.8

# 3 of the entries above in order of their number in RBBP9 inh, highest first.
compound	CHOP inh	Wee1 degr inh	RBBP9 inh	TRPML3 ag
COc1ccc(CNC(=O)CN(Cc2ccccc2)S(=O)(=O)c2ccc(Cl)cc2)cc1	56	0	-1	-0.5
CCn1ncc(Br)c1C(=O)Nc1cc(C)cc(C)c1	28	6	-5	-0.8
Cc1nnc(SCCc2ccccc2)[nH]c1=O	26	0	-6	-0.2

# The list goes on:
canonical_smiles,CHOP inh,PPC-1+TRAIL kill,TRPN1 ag,TNF necrop inh,Wee1 degr inh,Ba/F3 V617F tox,BaF3 tox,RBBP9 inh,TRPML3 ag
CCCCOc1ccc(N2C(=O)CC(NCCc3ccc(S(N)(=O)=O)cc3)C2=O)cc1 (configuration not stated),8,11,0.9,1.0,-2,1,4,-14,0.1
O=C(NCC1CCCO1)c1ccc(CS(=O)(=O)c2ccc(Cl)cc2)o1 (configuration not stated),-5,30,0.9,0.0,-3,2,3,6,0.8
O=C(CN1CCc2ccccc21)NC(c1ccccc1)c1ccccc1,8,0,-1.9,-0.2,2,-2,3,1,-0.7
Cc1nc(SCC(=O)Nc2ccc(N3CCOCC3)cc2)nc(C)c1C,-5,15,1.7,-0.1,1,3,5,-2,0.7
C/C(=N\Nc1ccccc1[N+](=O)[O-])c1ccc(N2CCOCC2)cc1,-10,33,-0.4,0.0,1,-3,3,6,0.0
CCN1C(=O)/C(=C/C=C2/Sc3ccccc3N2CCO)SC1=S,25,3,1.6,-5.8,-1,-2,-1,-32,1.0
CCCCCCCC(=O)NNC(=O)c1c(O)c2ccccc2[nH]c1=O,70*,20,-0.5,1.1,3,2,-7,-2,-0.3
COc1ccc(Cl)cc1-c1csc(N)n1,-4,-4,-1.6,0.2,-4,-5,-2,-7,-0.6
CC(C)CC(=O)NC(=S)Nc1ccc(Cl)cn1,-1,17,1.2,4.5,0,-2,3,-3,-0.1
CN1CCN(C2=NCCO2)CC1,2,-9,1.4,0.0,2,2,-3,6,-0.2
Cc1nn(-c2ccccc2Cl)c2sc(C(=O)Nc3nnc(C4CC4)s3)cc12,-40,33,1.5,0.2,0,-1,4,-3,0.3
CCCNCc1cc(OC)c(OCCC)cc1Cl,11,10,0.2,0.0,3,-1,4,-5,0.2
O=C(N/N=C\c1ccc(OCC(=O)N2CCCC2)cc1)C(=O)Nc1ccccc1F,-15,11,0.5,1.2,2,-1,5,-4,0.9
COC(=O)Cc1ccc(NC(=S)NCCCO)cc1,41,11,1.5,0.0,-1,-1,4,8,1.1
COc1ccccc1C1CCN(C(=S)Nc2ccc(Br)cc2)CC1,27,-3,0.4,-0.4,1,-4,7,-8,0.5
Cc1ccc(-c2csc(NC(=O)c3cccc(S(=O)(=O)N4CCN(C)CC4)c3)n2)cc1,47,-4,2.6,-4.7,-1,1,11,-13,4.2
COCCOC(=O)c1c(C)oc2ccc(OS(C)(=O)=O)cc12,8,15,-0.3,0.6,-3,-2,5,-6,0.7
O=C(NCC1CCCO1)C1CCCN(c2ncccn2)C1 (configuration not stated),-3,7,0.7,3.5,-2,-3,0,-6,0.6
COc1ccc(-c2c[n+](CC(=O)c3cccs3)c3n2CCC3)cc1,-12,5,0.0,1.0,-2,19,29*,-11,1.1
COc1ccc(-c2nnn(CC(=O)N(CCN3CCOCC3)C(C(=O)NC3CCCC3)c3ccco3)n2)cc1 (configuration not stated),7,6,0.8,0.4,-1,1,2,-10,-0.1
COC(=O)C1=NN(C(=O)c2ccc(C)cc2)C(O)(c2ccc(Cl)cc2)C1 (configuration not stated),11,-15,0.4,-1.6,-3,-3,6,10,0.0
CSc1nc(C)c2cc(C)oc2n1,0,2,1.0,1.5,-3,2,3,-1,0.5
COC(=O)c1ccc(NC(=O)Nc2ccc(F)c(Cl)c2)cc1,86*,-16,7.7,2.3,-2,-3,0,-38,9.2
COc1ccc(-c2nc(C(=O)O)cs2)cc1OC,-17,13,1.1,1.1,-1,-4,-3,5,0.5
COc1ccc(-c2cc(C(=O)O)c(C)o2)cc1OC,45,-12,-0.4,-2.4,4,-2,2,-5,0.1
Cc1ccccc1NC(=O)C1CCCN1C(=O)NC1CCCCC1 (configuration not stated),35,27,0.8,-2.1,0,-2,2,1,0.6
Cc1cc(=O)[nH]c2c1c(C)nn2-c1ccccc1,28,18,0.9,-0.6,0,-1,5,-5,0.9
O=C(/C=C/c1ccccc1[N+](=O)[O-])NCC1CCCO1 (configuration not stated),14,1,0.9,0.2,4,-2,1,-1,0.3
COc1cc(OC)cc(-n2nc(C(=O)N3CC(C)CC(C)C3)c3ccccc3c2=O)c1 (configuration not stated),35,6,-0.3,-0.7,4,-3,5,-2,0.0
COc1ccccc1S(=O)(=O)Cc1ccc(C(=O)NCCN2CCCCCC2)o1,-2,-15,-0.8,2.5,2,-4,-3,0,0.6
O=C(O)C(Cc1cc(Cl)ccc1Cl)Sc1nc2ccccc2[nH]1 (configuration not stated),4,7,0.8,1.6,0,-3,1,-3,0.1
CCCCCCn1c(SCC(C)C)nc2c1c(=O)[nH]c(=O)n2C,37,17,0.7,-3.6,0,1,1,1,0.1
Nc1c2c(nc3ccccc13)CCCC2,-33&18,3,2.0,4.7,-2,-1,4,-4,1.1
